# Screening results (PubChem)
# STEP block = STEP (human) phosphatase inhibition; P54829; recombinant STEP, OMFP fluorogenic substrate, fluorescence; inhibition, % at 20 µM; 0.25% of 360,000 active; AID 588621;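 active = inhibition at 20 µM, scaled per plate between control wells, above about 37%, limit read from the data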;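 also: 0% = DMSO with enzyme and substrate and 100% = substrate only without enzyme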
#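 System: STEP (striatal-enriched tyrosine phosphatase) enzyme, cell-free; medium: Bis-Tris pH 6.0 buffer with DTT, detergent; dosing: 20 µM, 1% DMSO; times: reaction 20 min, ambient temperature; detection: fluorescence, 480/540 nm; read-out basis: normalized % inhibition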
# NadD block = inhibitors of Staphylococcus aureus NadD; AID 602399; 0.78% of 360,000 active; inhibition, % at 20 µM; purified NadD enzyme, colorimetric absorbance read-out; in the data active = inhibition above about 26%; also: some compounds past the cut are filed as inactive
# SUMO1 PPI mod = alters human SUMO1 binding to SIM partners; SUMO1 binding to a labelled peptide, TR-FRET, 1 h; inhibition, % at 20 µM; 0.33% of 360,000 active; AID 602429; in the data active = inhibition above about 37%
# MsrA inhibitor = inhibits bovine methionine sulfoxide reductase A; AID 651718; inhibition, % at 15.5 µM; purified bovine MsrA, absorbance read-out; 0.75% of 360,000 active; in the data active = inhibition above about 4.5%;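 also: 0% = vehicle wells with enzyme and 100% = reference inhibitor wells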
# Rpn11 block = Rpn11 (human) deubiquitinase inhibition; O00487; human 26S proteasome, Ub4-pepOG fluorescence polarization; 20S core pre-blocked with epoxomicin; calls only at 20 µM; 0.59% of 360,000 active; AID 588493;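 active = inhibition at 20 µM, scaled to each plate's controls, above about 33%, limit read from the data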
# Scp-1 inhibitor = blocks human Scp-1 phosphatase activity. Recombinant Scp1, phosphopeptide, malachite green phosphate absorbance. inhibition, % at 20 µM. 0.88% of 340,000 active. AID 493091. Q9GZU7;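 active = inhibition above about 50% at 20 µM, limit read from the data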;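 also: plate controls were DMSO wells with enzyme for no effect and wells lacking enzyme for full effect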
#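 Material – SCP-1 phosphatase catalytic domain, residues 76-261 · Buffer or medium – Acidic Tris acetate buffer with magnesium and detergent · Also added – Phospho 17-mer peptide substrate · Compound – single 20 µM dose, 1% DMSO · Times – 45 min room-temperature reaction, 5 min colour, 30 min stabiliser · Technique – Phosphate-binding colour reagent, absorbance read at 630 nm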
# DNMT1 block = inhibitors of human DNMT1 | DNMT1 molecular beacon, Hinp1I cleavage, fluorescence | AID 588458 | 0.83% of 360,000 active | P26358 | inhibition (reported as % activation of signal), % at 10 µM; in the data active = inhibition above about 50%
# Target sequence (P26358 504-1616 limits assumed): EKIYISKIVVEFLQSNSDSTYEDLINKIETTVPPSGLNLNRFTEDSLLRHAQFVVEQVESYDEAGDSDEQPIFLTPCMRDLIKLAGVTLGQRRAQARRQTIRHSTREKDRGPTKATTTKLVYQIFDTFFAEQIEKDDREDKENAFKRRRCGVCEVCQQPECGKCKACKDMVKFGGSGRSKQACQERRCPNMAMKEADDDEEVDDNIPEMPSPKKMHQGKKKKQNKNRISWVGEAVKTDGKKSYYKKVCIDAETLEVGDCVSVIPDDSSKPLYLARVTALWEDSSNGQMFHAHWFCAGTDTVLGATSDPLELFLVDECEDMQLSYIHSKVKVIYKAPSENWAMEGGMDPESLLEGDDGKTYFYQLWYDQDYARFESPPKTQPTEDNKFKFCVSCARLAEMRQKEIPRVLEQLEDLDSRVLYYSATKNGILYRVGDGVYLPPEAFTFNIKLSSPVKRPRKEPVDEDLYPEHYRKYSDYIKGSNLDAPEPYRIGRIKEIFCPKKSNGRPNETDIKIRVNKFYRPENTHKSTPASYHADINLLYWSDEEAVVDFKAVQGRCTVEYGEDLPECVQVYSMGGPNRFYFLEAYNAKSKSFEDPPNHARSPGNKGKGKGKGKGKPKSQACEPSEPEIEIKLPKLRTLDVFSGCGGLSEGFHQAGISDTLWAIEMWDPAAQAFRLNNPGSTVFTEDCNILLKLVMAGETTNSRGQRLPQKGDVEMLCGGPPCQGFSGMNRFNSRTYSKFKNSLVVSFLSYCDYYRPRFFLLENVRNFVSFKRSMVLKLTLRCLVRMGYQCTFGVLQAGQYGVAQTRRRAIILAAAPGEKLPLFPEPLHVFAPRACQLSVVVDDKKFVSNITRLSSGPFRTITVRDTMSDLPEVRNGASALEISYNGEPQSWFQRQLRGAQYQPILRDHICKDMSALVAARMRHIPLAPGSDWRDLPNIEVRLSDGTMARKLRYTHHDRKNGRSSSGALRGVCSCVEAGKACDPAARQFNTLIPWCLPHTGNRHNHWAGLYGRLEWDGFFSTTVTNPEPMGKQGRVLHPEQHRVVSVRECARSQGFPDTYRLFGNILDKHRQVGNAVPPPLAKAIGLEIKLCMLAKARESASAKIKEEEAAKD
# LMPTP block = blocks human LMPTP phosphatase; P24666; recombinant LMPTP-A, OMFP fluorogenic substrate, fluorescence intensity; inhibition, % at 20 µM; 0.22% of 360,000 active; AID 651560;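 active = compounds that cut the enzyme signal by at least half of the control window in the single-dose screen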;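 also: plate controls were DMSO wells with enzyme plus substrate for no effect and substrate without enzyme for full effect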
#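 Test system: LMPTP-A phosphatase enzyme; input: 0.625 nM LMPTP-A final; reagent: OMFP substrate, 400 µM final; compound dosing: 20 µM single dose, 3% DMSO; incubation: 50 min dark incubation at room temperature; measured by: endpoint fluorescence intensity from OMFP dephosphorylation; measure: % inhibition relative to no-enzyme and uninhibited control wells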
# CSN deneddyl inh = CSN deneddylation inhibition | inhibition, % at 12.5 µM | AID 651999 | 0.38% of 360,000 active | Purified CSN, SCF-Nedd8-OG deneddylation, fluorescence polarization;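 active = pattern-corrected inhibition above about 35%, with an unprinted fluorescence ratio check between 0.5 and 1.5, limit read from the data, passing the limit was not always enough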;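 also: 0% = enzyme with substrate and 100% = substrate without enzyme; some results filed as inactive read as strong as hits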
#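 Assay system: purified human Csn5 enzyme expressed in HEK293T cells; measure: % inhibition; also added: SCFSkp2-Nedd8OG substrate at 10 nM final; technique: fluorescence polarization; times: reaction 90 min, room temperature; medium: Tris buffer pH 7.5, NaCl, DTT, Tween-20, trehalose, ovalbumin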
# Tb MetRS inh = Trypanosoma brucei MetRS inhibition; inhibition, % at 11.9 µM; purified T. brucei MetRS, ATP depletion, Kinase-Glo luminescence; 0.4% of 360,000 active;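 active = inhibition above a per-plate cutoff of the control wells' mean inhibition plus 3 SD, cut at about 5.5% in these data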;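 also: 0% = DMSO wells median and 100% = median of wells with control inhibitor compound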
#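 assay system = parasite MetRS enzyme | timing = 15 min preincubation, 2 h reaction, all 25 °C | evaluation = percent inhibition relative to median high and low control wells | medium = HEPES buffer containing pyrophosphatase, BSA, spermine, DTT | compound = single dose, 11.9 µM final nominal, 0.9% final DMSO | detection = Kinase-Glo luminescence, ATP depletion format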
# Numbers without * were called inactive; i = inactive; x = not tested or not shown.
SMILES,STEP block,NadD block,SUMO1 PPI mod,MsrA inhibitor,Rpn11 block,Scp-1 inhibitor,DNMT1 block,LMPTP block,CSN deneddyl inh,Tb MetRS inh
COC(=O)C1=C(C(=O)OC)[C@@H]2N(C)c3ccc(OC)cc3[C@@]23C[C@@H](C(=O)OC)N(C(=O)CC(C)C)C3=N1,-1,0,-2,1.4,i,-11,-3,-0.9,-1,-0.3
O=C(c1ccco1)N1CCN(c2ncnc3scc(-c4ccc(Cl)cc4)c23)CC1,0,-3,6,-1.9,i,x,2,1.2,3,-0.3
Cc1cccc(OCC(=O)Nc2ccc3c(c2)nc(CCN2CCN(c4ccccn4)CC2)n3C)c1,-2,5,1,0.3,i,-6,-2,19,4,-0.4
CCCCn1c(=O)[nH]c(=O)c2c1nc(-c1ccccc1F)n2Cc1ccccc1OC,-1,-2,5,0.3,i,10,5,0.5,4,-0.3
Cc1cc(C)nc(SC2CC(=O)N(c3ccc(Cl)cc3)C2=O)n1 (configuration not stated),-3,-4,3,-0.3,i,16,-1,-2.1,3,-0.6
CC(C)c1cccc(C(C)C)c1OC(=O)NC(=O)c1c(F)cccc1F,0,-12,2,2.0,i,-10,5,1.8,-3,-0.4
CC(=O)N1CCN(C(=O)c2ccc(S(=O)(=O)Nc3ccccc3F)cc2)CC1,0,-5,4,1.4,i,-10,5,-1.5,-4,-0.2
COc1ccc(CC(=O)Nc2ccc(N3CCCCC3)cc2)cc1,-2,-1,5,0.2,i,4,-3,2.3,1,-0.6
COc1cc(NC(=O)COc2ccc(Br)cc2)ccc1NC(=O)C(C)C,-7,-4,6,2.0,i,-5,-4,-1.1,-2,0.4
Cc1ccc(SC(C)C(=O)Nc2ccccc2-c2ccccc2)cc1 (configuration not stated),2,0,-1,0.7,i,-12,1,2.7,-4,0.0
Cc1ccc2c(c1)/C(=C/c1ccco1)C(=O)N2,1,-5,-14,2.5,i,-8,0,0.9,3,0.0
O=C(CSCc1ccc(F)cc1)N1CCN(c2ccccc2)CC1,0,-4,-4,-1.8,i,3,-4,1.4,-5,-1.4
COC1=CC(=O)OC(c2ccco2)C1 (configuration not stated),3,-5,-2,-0.2,i,-7,12,0.7,-6,0.4
COc1ccc(NC(=O)C2(C)CCN2C(=O)c2ccccc2CCc2ccccc2)cc1OC (configuration not stated),-2,-5,2,-0.1,i,x,-4,0.7,3,-0.1
CC(OC(=O)[C@@H]1CCCN1C(=O)c1cccs1)C(=O)Nc1cccc([N+](=O)[O-])c1 (some centres not stated),-3,-6,-27,-0.9,i,-11,-3,1.8,-2,0.6
Cc1nc(CCNC(=O)CC2C(=O)NCCN2Cc2ccc(F)cc2)sc1C (configuration not stated),0,1,-4,-0.6,i,-11,-5,-0.6,1,0.0
CC(C)Sc1nc2c(cnn2-c2ccc(F)cc2)c(=O)[nH]1,-2,-2,5,0.3,i,0,3,-0.8,1,0.0
COC(=O)Cc1c(C)nc(SCc2ccccc2)[nH]c1=O,-2,4,6,0.1,i,-7,3,0.1,-1,-1.1
O=C(CSc1nc2cc(Cl)c(Cl)cc2[nH]1)c1ccc2c(c1)OCO2,1,8,0,-1.2,i,-7,-3,2.2,-1,-0.6
O=C(c1cc2ccccc2o1)N(C1CC1)C1(C(=O)Nc2ccccc2)CCCC1,-2,-6,-1,0.7,i,-8,0,1.1,1,-0.6
COc1cc(-n2c(=O)c3ccccc3n(CC(=O)c3ccccc3)c2=O)cc(OC)c1OC,4,5,-1,-0.6,i,-9,19,-0.1,-1,-0.8
Cc1ccc(OC(=O)c2cc3ccccc3o2)cc1,3,-7,-4,2.5,i,-7,-5,3.5,5,-0.8
Nc1ncnc2c1ncn2[C@@H]1O[C@H](C(=O)N2CCCN(Cc3ccccc3F)CC2)[C@@H](O)[C@H]1O,-2,-1,5,-0.4,i,x,1,-2.7,1,0.1
CC(C)c1ccc(OC(=O)c2cccc(S(=O)(=O)N3CCN(C)CC3)c2)cc1,-2,6,3,-0.2,i,96*,-1,-2.3,-7,-0.7
COc1ccc(C(=O)Nc2c3c(nn2-c2ccc(Cl)cc2)CS(=O)(=O)C3)cc1,-2,3,3,0.0,i,1,-2,0.0,0,0.4
COc1cc(OC)cc(C(=O)N[C@H](C(=O)Nc2nnc(C3CC3)s2)C(C)C)c1,-1,4,2,0.6,i,-10,-1,-0.3,5,1.7
COc1ccc(-n2c(=S)[nH]c3cc(C(=O)N4CCN(c5ccccc5)CC4)ccc3c2=O)c(OC)c1,9,15,2,-0.3,i,-10,-2,2.1,1,0.2
CCOc1c(S(=O)(=O)NC2CC(C)(C)NC(C)(C)C2)ccc(Cl)c1Cl,2,-14,-4,0.5,i,-2,-1,1.6,-3,-1.1
CCOC(=O)COc1ccc(N)cc1CC(NC(C)=O)(C(=O)OCC)C(=O)OCC,1,0,-2,0.2,i,4,-2,-1.2,-1,-1.5
Cc1cccc(Nc2nc(NCCCN3CCOCC3)nc(N)c2[N+](=O)[O-])c1,0,-6,-17,2.9,i,-1,-3,-1.4,-2,0.3

# Some of the entries above in a different format:
Compound	STEP block	NadD block	SUMO1 PPI mod	MsrA inhibitor	Rpn11 block	Scp-1 inhibitor	DNMT1 block	LMPTP block	CSN deneddyl inh	Tb MetRS inh
COc1cc(-n2c(=O)c3ccccc3n(CC(=O)c3ccccc3)c2=O)cc(OC)c1OC	4	5	-1	-0.6	i	-9	19	-0.1	-1	-0.8
Cc1ccc(OC(=O)c2cc3ccccc3o2)cc1	3	-7	-4	2.5	i	-7	-5	3.5	5	-0.8
Nc1ncnc2c1ncn2[C@@H]1O[C@H](C(=O)N2CCCN(Cc3ccccc3F)CC2)[C@@H](O)[C@H]1O	-2	-1	5	-0.4	i	x	1	-2.7	1	0.1
CC(C)c1ccc(OC(=O)c2cccc(S(=O)(=O)N3CCN(C)CC3)c2)cc1	-2	6	3	-0.2	i	96*	-1	-2.3	-7	-0.7
COc1ccc(C(=O)Nc2c3c(nn2-c2ccc(Cl)cc2)CS(=O)(=O)C3)cc1	-2	3	3	0.0	i	1	-2	0.0	0	0.4
COc1cc(OC)cc(C(=O)N[C@H](C(=O)Nc2nnc(C3CC3)s2)C(C)C)c1	-1	4	2	0.6	i	-10	-1	-0.3	5	1.7
COc1ccc(-n2c(=S)[nH]c3cc(C(=O)N4CCN(c5ccccc5)CC4)ccc3c2=O)c(OC)c1	9	15	2	-0.3	i	-10	-2	2.1	1	0.2
CCOc1c(S(=O)(=O)NC2CC(C)(C)NC(C)(C)C2)ccc(Cl)c1Cl	2	-14	-4	0.5	i	-2	-1	1.6	-3	-1.1
CCOC(=O)COc1ccc(N)cc1CC(NC(C)=O)(C(=O)OCC)C(=O)OCC	1	0	-2	0.2	i	4	-2	-1.2	-1	-1.5
Cc1cccc(Nc2nc(NCCCN3CCOCC3)nc(N)c2[N+](=O)[O-])c1	0	-6	-17	2.9	i	-1	-3	-1.4	-2	0.3

# The results go on.
SMILES,STEP block,NadD block,SUMO1 PPI mod,MsrA inhibitor,Rpn11 block,Scp-1 inhibitor,DNMT1 block,LMPTP block,CSN deneddyl inh,Tb MetRS inh
O=S(=O)(c1ccc(F)cc1)N1CCN(C(=S)NCCc2ccccc2)CC1,4,-5,3,-0.2,i,-12,-2,1.9,3,-0.2
Cc1cc(C)n(-c2ccc(C(=O)Nc3ccc(N4CCOCC4)cc3)cc2)n1,-3,-4,-4,-0.2,i,-10,-1,0.5,0,-0.8
Cc1cc2nccc(-c3ccccn3)n2n1,-2,0,-7,0.0,i,-3,0,-0.4,-4,-0.3
Cc1ccccc1C(=O)NN1CC(C(=O)OCc2ccc(Cl)c(Cl)c2)CC1=O (configuration not stated),1,-1,-3,2.9,i,-10,-12,1.6,1,-0.4
O=C(CSc1nnnn1-c1cccc2c1CCCC2)N1CCCC1,4,7,-3,0.7,i,-7,7,0.1,0,-0.3
COc1ccc(C(=O)NC2CCCc3c2cnn3-c2cccc(C)c2C)c(OC)n1 (configuration not stated),0,2,11,-1.1,i,-2,-2,1.9,3,-0.7
CCn1ccnc1CNC(=O)CC1C(=O)NCCN1Cc1ccc(F)cc1Cl (configuration not stated),-5,-1,4,0.3,i,-3,-1,1.4,2,-1.6
O=C(CN1CCN(Cc2ccc3c(c2)OCO3)CC1)Nc1ccc2[nH]c(=O)[nH]c2c1,-2,-5,10,2.4,i,3,3,-0.4,-4,-0.2
CN(C)CCNC(=O)c1ccccc1,-4,6,-3,-1.1,i,-5,-3,-12,-3,0.2
Cc1ccc(C(=O)NC(NC(=O)c2ccc(C)cc2)C(Cl)Cl)cc1,0,5,-1,0.3,i,-10,-1,-1.6,6,-0.5
CCCCn1c(SCC(=O)c2ccc(O)cc2O)nc2cc(S(N)(=O)=O)ccc21,0,-2,1,1.5,i,-4,0,2.8,4,0.4
S=C(c1ccc(-c2cccc(Cl)c2)o1)N1CCOCC1,17,0,-10,0.3,i,-11,-5,3.8,4,-0.2
O=C(CN(C(=O)CNC(=O)c1ccco1)c1ccc(F)cc1)NC1CCCC1,-1,-14,-2,-0.9,i,-1,0,-0.7,3,-0.6
COc1cc(CNC(=O)c2ccc(Cn3nc(C)c(Cl)c3C)o2)cc(OC)c1,-2,1,0,-1.1,i,-10,0,1.4,3,0.0
COc1cc(C)c(S(=O)(=O)NCc2cccs2)cc1C,0,-2,-2,0.5,i,-4,-1,-1.4,4,-1.6
CC(=O)Cn1cnc2c(cnn2-c2ccccc2)c1=O,-1,2,-3,-1.0,i,-2,0,-1.5,-3,-0.5
O=C(c1ccc([N+](=O)[O-])cc1)c1cc2ccc(O)cc2oc1=O,53*,0,-29,-0.6,i,72*,1,22,0,-0.7
COc1ccccc1N1CCN(S(=O)(=O)Cc2ccccc2Cl)CC1,0,-2,-5,0.7,i,-6,0,-1.3,-3,-0.7
COCOCCn1cc(CN2CCS(=O)(=O)N(Cc3ccc(-c4ccc(C)cc4)cc3)C(CC(C)C)C2=O)nn1 (configuration not stated),-2,-4,11,1.1,i,x,1,-0.9,1,-1.8
CN(CCOc1ccccc1)C(=O)C1CCN(C(=O)c2ccc(Cl)cc2)CC1,2,5,-4,0.1,i,-2,6,0.1,6,-0.1
O=C(Nc1ccc(N=Nc2ccccc2)cc1)c1cccc(Cl)c1,0,5,-4,1.1,i,-6,7,-0.7,-8,-0.4
CCOc1ccc(C(=O)c2ccc(OCC)c(N)c2)cc1N,0,-5,-9,2.0,i,3,-13,-1.0,-7,-1.2
